Compound activity deposited in PubChem BioAssay by several laboratories.
NPY-Y2 PAM-ag – human NPY-Y2 potentiation or agonism, primary screen; AID 1359; activation, % at 3.6 µM; actives 0.45% (n = 220,000); cells expressing NPY-Y2, potentiator/agonist read-out; in the data active = activation above about 27%;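 note: cells stimulated with NPY near EC25 plus isoproterenol at EC100; 0% = vehicle plus submaximal agonist and 100% = vehicle plus saturating agonist; some results beyond the cut were filed as inactive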
Runt-SMMHC FRET – blocks binding of human RUNX1 Runt domain to CBFb-SMMHC; Q01196+Q13951; Cerulean-Runt/Venus-CBFb-SMMHC FRET ratio 530/480, 1 h; inhibition, % at 20 µM; actives 0.74% (n = 220,000); AID 1434;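 active = mean inhibition across duplicate retests at 20 µM reaching about 50%, limit read from the data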;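 note: 0% = DMSO wells and 100% = wells with excess untagged CBFb-SMMHC; inhibitors lower the FRET ratio by blocking Runt binding to CBFb-SMMHC; some results filed as inactive read as strong as hits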
NPY-Y1 PAM-ag – potentiates or activates human NPY-Y1 receptor | activation, % at 3.6 µM | P25929 | actives 0.37% (n = 220,000) | NPY-Y1 expressing cells, potentiator/agonist activation; in the data active = activation above about 33%, passing the limit was not always enough;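 note: cells stimulated with NPY at EC10 then isoproterenol at EC100; 0% = low agonist plus stimulus and 100% = saturating agonist plus stimulus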
Target sequence (P25929 whole entry, looked up): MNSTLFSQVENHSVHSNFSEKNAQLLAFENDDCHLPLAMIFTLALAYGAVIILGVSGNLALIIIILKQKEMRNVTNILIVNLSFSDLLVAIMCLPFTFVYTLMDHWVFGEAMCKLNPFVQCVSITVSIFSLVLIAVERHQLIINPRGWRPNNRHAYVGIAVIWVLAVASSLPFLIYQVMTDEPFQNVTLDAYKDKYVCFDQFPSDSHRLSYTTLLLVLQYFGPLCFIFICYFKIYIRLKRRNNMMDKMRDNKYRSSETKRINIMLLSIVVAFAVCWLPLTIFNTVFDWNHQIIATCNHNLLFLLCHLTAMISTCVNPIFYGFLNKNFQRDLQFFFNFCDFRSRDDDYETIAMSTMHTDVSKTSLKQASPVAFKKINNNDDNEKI
NPY-Y1 antag – antagonists of human neuropeptide Y receptor Y1. inhibition, % at 3.6 µM. HEK293-CNG Y1 cells, membrane potential fluorescence; NPY at EC95, then isoproterenol. P25929. actives 1% (n = 200,000). AID 1040;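 active = inhibition above the campaign mean inhibition of all tested compounds plus 3 SD, cut at about 20% in these data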;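 note: 0% = DMSO wells given NPY plus isoproterenol and 100% = isoproterenol alone without NPY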
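Material: Y1- and CNG-channel-expressing HEK293 cells / Probe or stimulus: NPY 25 nM then isoproterenol 1 µM plus Ro 20-1724 25 µM / Doses: 3.6 µM single dose, DMSO 0.4% / Schedule: compound incubation 1 h at room temperature, readout 45 min post-stimulation / Signal: membrane potential fluorescence / Benchmarks: isoproterenol-only wells as full block versus NPY-plus-isoproterenol wells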
Hck-Nef inh – blocks Nef-activated human Hck kinase | Recombinant Hck-YEEI plus Nef, Z-Lyte FRET kinase assay | inhibition, % at 20 µM | P08631 | actives 0.68% (n = 220,000);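 active = Hck-Nef kinase inhibition above about 50%, limit read from the data; inactive = inhibition below that limit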;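 note: 0% = DMSO with Hck plus Nef and 100% = Hck alone without Nef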
Target sequence (P08631 whole entry, looked up): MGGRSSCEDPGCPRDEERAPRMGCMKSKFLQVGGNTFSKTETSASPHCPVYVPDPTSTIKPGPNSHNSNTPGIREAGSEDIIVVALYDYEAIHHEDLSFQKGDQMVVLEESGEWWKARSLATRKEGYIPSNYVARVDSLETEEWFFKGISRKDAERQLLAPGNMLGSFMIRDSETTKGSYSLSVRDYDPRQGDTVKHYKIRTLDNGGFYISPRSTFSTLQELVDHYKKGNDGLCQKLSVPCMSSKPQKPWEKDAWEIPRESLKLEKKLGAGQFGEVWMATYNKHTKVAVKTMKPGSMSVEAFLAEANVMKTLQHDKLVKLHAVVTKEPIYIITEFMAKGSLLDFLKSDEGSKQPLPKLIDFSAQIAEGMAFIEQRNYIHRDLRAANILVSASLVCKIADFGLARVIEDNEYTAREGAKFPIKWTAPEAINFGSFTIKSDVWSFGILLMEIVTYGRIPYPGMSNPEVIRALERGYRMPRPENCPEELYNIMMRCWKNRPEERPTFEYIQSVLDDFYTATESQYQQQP
RBBP9 inh – inhibitors of human serine hydrolase RBBP9; actives 0.2% (n = 220,000); AID 1515; recombinant RBBP9, FP-Rh probe fluorescence polarization; inhibition, % at 7.94 µM; O75884;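 active = inhibition above the campaign mean of all tested compounds plus 3 SD, cut at about 14% in these data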;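 note: plate controls were DMSO wells with RBBP9 for no effect and wells lacking RBBP9 protein for full effect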
Target sequence (O75884 whole entry, looked up): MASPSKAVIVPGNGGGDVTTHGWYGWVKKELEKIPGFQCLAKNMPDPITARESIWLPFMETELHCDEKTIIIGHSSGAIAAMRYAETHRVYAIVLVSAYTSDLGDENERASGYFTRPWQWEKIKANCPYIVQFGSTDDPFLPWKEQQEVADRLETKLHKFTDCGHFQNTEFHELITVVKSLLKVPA
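System: RBBP9 protein | Quantity: 2.5 µM RBBP9 dispensing solution, before mixing | Reagent: FP-Rh probe, 375 nM dispensing solution | Timing: Enzyme-compound preincubation 30 min, then probe labeling 45 min, 25 °C | Measured by: Fluorescence polarization | Read-out: % inhibition | Replication: One well per compound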
Mdm2 ligase inh – Mdm2 E3 ligase (human) inhibition; Q00987; cell-based MDM2 ubiquitination luciferase reporter, 2 h; 0 = plate control, 100 = twice control, blank-subtracted; signal enhancement, % at 5 µM; actives 0.11% (n = 210,000); AID 1230;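 active = signal enhancement of 30% or more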;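 note: luminescence tracks abundance of the self-degrading MDM2-luciferase fusion protein; higher signal means inhibition of MDM2 E3 ligase activity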
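Timing – 2 h compound exposure at 37 °C · Assay system – mammalian cells stably expressing self-ubiquitinating, self-degrading MDM2 E3–luciferase fusion · Amount – 2000 cells seeded into each well · Measure – % luminescence enhancement versus blank-corrected plate control mean · Measured by – SteadyLite luminescence, 15 min reagent step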
Runt-CBFb FRET – blocks binding of human RUNX1 Runt domain to CBFb | Cerulean-Runt/Venus-CBFb FRET ratio 530/480, 1 h | inhibition, % at 20 µM | actives 0.46% (n = 220,000) | AID 1496;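 active = inhibition over about 50% at 20 µM in the single-dose screen, limit read from the data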;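 note: 0% = DMSO wells and 100% = excess unlabeled CBFb competitor control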
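Measured by: fluorescence energy transfer, 422 nm excitation, 530/480 nm emission; Assay system: Cerulean-Runt domain; Medium: Tris pH 7.5 buffer with BSA; Measure: loss of energy transfer signal; Controls: 5 µM unlabeled CBFb as full-inhibition high control; Incubation: protein complex preformed 1 h, compound exposure 1 h, room temperature, dark.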
p97 inhibitor – blocks human p97 ATPase activity | P55072 | recombinant p97 ATPase, Kinase-Glo ATP luminescence, 3 h | inhibition, % at 8 µM | actives 0.42% (n = 220,000); in the data active = inhibition above about 15%;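 note: 0% = DMSO vehicle and 100% = wells lacking enzyme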
Active calls of the source: *; . = no result given.

SMILES	NPY-Y2 PAM-ag	Runt-SMMHC FRET	NPY-Y1 PAM-ag	NPY-Y1 antag	Hck-Nef inh	RBBP9 inh	Mdm2 ligase inh	Runt-CBFb FRET	p97 inhibitor
COc1ccccc1NC(=O)c1ccc(CN2CCOCC2)cc1	5	-5	8	-3	-5	-5	-6	0	3
COc1ccc(NC(=O)c2ccc3c(c2)C(=O)N(Cc2cccnc2)C3=O)c(OC)c1	3	19	17	-1	-2	-3	-19	-1	3
CS(=O)(=O)N1CCC(C(=O)NCc2ccco2)CC1	-6	-2	-9	4	-2	12	10	-1	-4
Cc1cc(OC(=O)c2cc(Cl)nc3ccccc23)ccc1Cl	-9	-4	-10	3	3	-4	-5	-5	4
Cc1ccc(NC(=O)c2ccccc2)cc1-n1cnnn1	0	1	-5	1	21	-6	-12	0	-4
O=C(NN=C1CCCCCCC1)c1ccccn1	-7	-1	-11	1	-1	-6	-7	-1	6
Cc1cccc(Nc2ncnc3ccccc23)c1	-1	-3	2	0	2	-7	-19	2	-1
NS(=O)(=O)c1ccc(CCNC(=O)c2cc(-c3ccc(Br)cc3)nc3ccccc23)cc1	-3	-2	-4	0	3	-21	1	-3	7
COc1cccc(CCc2nnc(CCC(=O)NC(C)Cc3cccs3)o2)c1 (centres undefined)	-13	-4	8	.	2	3	1	2	3
CSc1nc2c(c(=O)[nH]1)C(c1ccc(C(F)(F)F)cc1)CC(=O)N2 (centres undefined)	0	1	6	-1	21	-6	3	-1	2
CN1CCN(S(=O)(=O)c2ccc3c4c(cccc24)C(=O)N3)CC1	0	16	-7	-1	3	-4	-8	14	5
CC(C)CNC(=S)NC(=O)c1ccccc1Cl	-1	0	11	-4	1	-3	4	-3	-1

Reformatted with bars between the fields: part of the list above.
SMILES | NPY-Y2 PAM-ag | Runt-SMMHC FRET | NPY-Y1 PAM-ag | NPY-Y1 antag | Hck-Nef inh | RBBP9 inh | Mdm2 ligase inh | Runt-CBFb FRET | p97 inhibitor
COc1cccc(CCc2nnc(CCC(=O)NC(C)Cc3cccs3)o2)c1 (centres undefined) | -13 | -4 | 8 | . | 2 | 3 | 1 | 2 | 3
CSc1nc2c(c(=O)[nH]1)C(c1ccc(C(F)(F)F)cc1)CC(=O)N2 (centres undefined) | 0 | 1 | 6 | -1 | 21 | -6 | 3 | -1 | 2

Further entries.
SMILES	NPY-Y2 PAM-ag	Runt-SMMHC FRET	NPY-Y1 PAM-ag	NPY-Y1 antag	Hck-Nef inh	RBBP9 inh	Mdm2 ligase inh	Runt-CBFb FRET	p97 inhibitor
COc1ccc(CCn2c(=N)c(C(=O)NCc3ccco3)cc3c(=O)n4ccccc4nc32)cc1	16	1	18	9	12	-9	-9	87*	2
COc1cccc(-c2cc(C(=O)N3CCN(C(c4ccccc4)c4ccccc4)CC3)no2)c1	-6	5	-31	24*	-2	5	-6	0	0
O=C(COC(=O)c1cc[n+]([O-])cc1)Nc1ccc(F)c([N+](=O)[O-])c1	10	-3	5	8	7	-9	7	-2	4
COC(=O)CCCC1=CC2=C(c3ccccc3)C(=O)C(C)(OC(=O)C3CCCC3)C(=O)C2=CN1C(CO)CO (centres undefined)	.	-6	.	.	25	.	13	4	.
COc1cc(/C=N/NC(=O)Nc2cccc3nsnc23)cc(OC)c1OC	2	-12	12	-2	0	2	-19	-3	3
CN(C)S(=O)(=O)c1cccc(NC(=O)c2cc3c(cc2Cl)N2CCCCCC2=NS3(=O)=O)c1	3	2	-3	-2	-15	-5	3	2	-1
COc1ccc(C(C)(C)C)cc1NC(=O)c1cc(S(=O)(=O)N(C)C)ccc1N1CCCC1	4	-2	0	25*	0	-6	-19	-6	1
Cc1ccc(/C=N/NC(=S)Nc2cccc(S(=O)(=O)N(C)C)c2)o1	10	0	19	.	28	-6	-13	2	6
CC(=O)c1c(O)c2ccccc2n(C)c1=O	-10	-1	-9	0	-6	0	-8	1	-3
O=S(=O)(NCCSc1nnnn1-c1ccccc1)c1cccs1	-4	4	5	5	2	4	-10	-1	1
COc1ccc(NC(=O)COc2ccc(/C=N/O)cc2OC)cc1	3	2	4	3	19	1	-1	-2	7
Cc1cc(OCC(=O)Nc2cnn(CCCC(=O)O)c2)ccc1[N+](=O)[O-]	-18	-1	4	1	-10	3	-24	0	-3

Ordered by molecular weight (smallest number first): part of the list above
SMILES	NPY-Y2 PAM-ag	Runt-SMMHC FRET	NPY-Y1 PAM-ag	NPY-Y1 antag	Hck-Nef inh	RBBP9 inh	Mdm2 ligase inh	Runt-CBFb FRET	p97 inhibitor
CC(=O)c1c(O)c2ccccc2n(C)c1=O	-10	-1	-9	0	-6	0	-8	1	-3
COc1ccc(NC(=O)COc2ccc(/C=N/O)cc2OC)cc1	3	2	4	3	19	1	-1	-2	7
CN(C)S(=O)(=O)c1cccc(NC(=O)c2cc3c(cc2Cl)N2CCCCCC2=NS3(=O)=O)c1	3	2	-3	-2	-15	-5	3	2	-1

Remaining list, next part.
SMILES	NPY-Y2 PAM-ag	Runt-SMMHC FRET	NPY-Y1 PAM-ag	NPY-Y1 antag	Hck-Nef inh	RBBP9 inh	Mdm2 ligase inh	Runt-CBFb FRET	p97 inhibitor
CCOC(=O)CN1C(=N)N(c2nc(NC(C)C)nc(NC(C)C)n2)CC1=O	10	0	-26	4	10	-9	.	0	-2
O=S(=O)(c1cc(Cl)ccc1Cl)N1CCCC1	4	0	-2	2	-1	4	-10	2	1
Cc1c(N2C(=O)/C(=C\c3cccc4ccccc34)SC2=S)c(=O)n(-c2ccccc2)n1C	-16	-1	-5	-10	1	0	-12	0	3
O=C(c1cc(-c2ccco2)on1)N1CCc2ccccc2C1	5	-9	-13	5	1	-1	-20	-2	5
CC(CC(=O)O)CC(=O)NNC(=O)c1cccc(Br)c1 (centres undefined)	-21	2	2	6	-2	-1	.	-2	-1
Cc1ccc(OCCSc2nnc(C)c(=O)n2N)cc1	-15	3	10	-4	26	-5	-10	0	-1
CCOC(=O)c1c(C)nc2c(c1-c1ccccc1)C(=O)CCC2	0	-4	5	5	2	-4	-7	3	-5
CCN(CC)S(=O)(=O)c1ccc(S(=O)(=O)Nc2ccc3c(c2)oc2ccccc23)cc1	-5	5	-12	-1	2	-11	.	2	-7
CC(/C=C/c1ccco1)=N\NC(=O)COc1ccc(C)c(C)c1	2	2	15	1	28	-4	-28	8	6
COc1ccc(Cl)cc1NC(=O)NCCN1CCCCC1	10	4	-2	2	-7	-8	-3	0	-1
O=C(CCl)NCc1cc(-c2ccc(Cl)cc2)no1	-9	-1	-2	2	5	-3	-13	0	3
COCc1cc(=O)[nH]c2cc(NC(=O)C(F)(F)F)c(C)cc12	4	-5	0	8	1	-5	-12	-5	1

Some of these compounds in order of the Runt-SMMHC FRET value, descending:
| molecule | Runt-SMMHC FRET |
| --- | --- |
| COc1ccc(Cl)cc1NC(=O)NCCN1CCCCC1 | 4 |
| CC(/C=C/c1ccco1)=N\NC(=O)COc1ccc(C)c(C)c1 | 2 |
| Cc1c(N2C(=O)/C(=C\c3cccc4ccccc34)SC2=S)c(=O)n(-c2ccccc2)n1C | -1 |
| CCOC(=O)c1c(C)nc2c(c1-c1ccccc1)C(=O)CCC2 | -4 |

(continued)
SMILES	NPY-Y2 PAM-ag	Runt-SMMHC FRET	NPY-Y1 PAM-ag	NPY-Y1 antag	Hck-Nef inh	RBBP9 inh	Mdm2 ligase inh	Runt-CBFb FRET	p97 inhibitor
O=C(CN1CCOc2ccccc21)NC1CC1	7	.	6	-2	2	1	.	.	2
COc1cccc(-c2nnc(SCC(=O)N3CCOCC3)o2)c1	-2	-8	-44	6	-1	-9	-18	0	-5
COCCSc1ccccc1C(=O)Nc1cccnc1	-8	1	4	-1	-19	-4	-6	3	-1
Clc1ccccc1-c1ccc(/C=N/Nc2nncc(-c3ccccc3)n2)o1	-5	-2	-5	2	30	0	-23	2	4
Cc1cccc2c(CC(=O)O)noc12	8	-2	-13	4	3	3	7	0	6
CCN(CC)C(=O)C1CCN(S(=O)(=O)c2ccc(C3CNC(=O)C3)cc2)CC1 (centres undefined)	9	0	-25	-6	21	-6	-9	2	4
O=C(CCCCCn1c(=S)[nH]c2ccc(N3CCOCC3)cc2c1=O)NCc1ccc(Cl)cc1	2	-8	-6	2	38	4	-6	4	1
CCOC(=O)c1sc(N)c(C(N)=O)c1C	-5	-8	-5	-2	17	1	-9	2	4
Nc1cccc(C(=O)OCC(=O)NC2CCCc3ccccc32)c1 (centres undefined)	5	2	13	5	-1	-2	-7	2	4
CC(Oc1ccc(Cl)cc1Cl)C(=O)NC1CCSC1=O (centres undefined)	8	1	-23	-8	-1	-7	-21	-2	4
COc1cccc(OCCn2cc(/C=N/NC(=O)c3ccncc3)c3ccccc32)c1	8	3	-10	1	1	-9	-19	-9	-7
CC1(C)CC2CC(C)(CN2C(=O)COC(=O)c2ccc(Cl)c(N)c2)C1 (centres undefined)	8	2	-4	5	-1	-1	-11	0	-4
Cc1ccc(-c2nnc(Nc3ccc4c(c3)nc(C)n4C)c3ccccc23)cc1	4	0	2	-1	0	-3	5	-4	1
CCN(CC)Cc1cc(C(C)=O)ccc1OCC(C)C	-6	-3	6	4	1	-3	-9	1	2
CCN1N=C(c2ccccc2)Cn2c1nc1ccccc12	-21	-6	-42	5	10	0	-13	2	-6
FC(F)(F)c1cccc(NC(=S)NNC(=S)Nc2ccc(Cl)cc2)c1	45*	7	74*	.	-6	-5	-13	25	6
CCc1ccc(NC(=O)C2CCN(S(C)(=O)=O)CC2)cc1	5	-12	16	6	0	-1	-8	-2	2
CNC(=O)c1ccc(=O)n(Cc2cccc(C(F)(F)F)c2)c1	0	0	9	6	0	-2	-19	-2	1
O=C(COc1ccc(-c2ccccc2)cc1)N1CCCC1	-16	.	-2	3	25	-1	-19	.	-1

In a second layout: 2 of the compounds above
smiles,NPY-Y2 PAM-ag,Runt-SMMHC FRET,NPY-Y1 PAM-ag,NPY-Y1 antag,Hck-Nef inh,RBBP9 inh,Mdm2 ligase inh,Runt-CBFb FRET,p97 inhibitor
FC(F)(F)c1cccc(NC(=S)NNC(=S)Nc2ccc(Cl)cc2)c1,45*,7,74*,.,-6,-5,-13,25,6
CNC(=O)c1ccc(=O)n(Cc2cccc(C(F)(F)F)c2)c1,0,0,9,6,0,-2,-19,-2,1
